Source: PubChem BioAssay (National Center for Advancing Translational Sciences (NCATS))
GAA inh – qHTS Assay for Inhibitors of Human alpha-Glucosidase as a Potential Chaperone Treatment of Pompe Disease | Lysosomal alpha-glucosidase (Homo sapiens), P10253 | purified human GAA, 4-MU-alpha-glucoside fluorescence | Potency, µM (titrated, usually from 76.9 µM), for the others: at the top dose activity change, negative = inhibition, hits mostly inhibitors | 200,000 tested, 0.005% active | AID 1466, 2008;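 further: potency means the concentration at half of the fitted maximal effect; plate controls were uninhibited enzyme wells for no effect and no-enzyme background for full effect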
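qHTS format, compound range up to 77 uM. Human lysosomal enzyme at 4 nM, 400 uM 4-MU glucoside substrate, pH 5.0, 20 min room temperature; fluorescence after alkaline stop gives activity normalized to controls.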
aGlu spleen mod – qHTS Assay for Inhibitors and Activators of Human alpha-Glucosidase From Spleen Homogenate. human spleen homogenate, 4-MU-alpha-glucoside fluorescence. 240,000 tested, 0.006% active. AID 2112, 2009. Potency, µM (titrated, usually from 79.9 µM), for the others: at the highest dose activity change, negative = inhibition, actives largely listed as inhibitors;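 further: potency means the concentration at half of the fitted maximal effect; 0% = enzyme with vehicle and -100% = no enzyme basal signal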
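Human spleen homogenate (1 ug) with 4-methylumbelliferyl-alpha-D-glucopyranoside (1 mM final) in 50 mM citrate/phosphate pH 5.0, 0.01% Tween-20; 40 min at 37 C. Stopped at pH 10; 4-MU fluorescence Ex 365/Em 440 nm; AC50 by Hill fit.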
GAA glycogen mod – qHTS Assay for Inhibitors and Activators of Human alpha-Glucosidase Cleavage of Glycogen | recombinant GAA, glycogen substrate, Amplex Red glucose oxidase fluorescence | Potency, µM (doses to about 76.4 µM), for the others: at the highest dose activity change, negative = inhibition, usual class: inhibitors | Lysosomal alpha-glucosidase (Homo sapiens), P10253 | 300,000 tested, 0.38% active;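 further: potency means the concentration at half of the fitted maximal effect; 0% = full enzyme reaction and -100% = no-enzyme basal signal; the screen sought inhibitors and activators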
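Recombinant human alpha-glucosidase (4 nM final) hydrolysed bovine liver glycogen (30 ug) for 40 min at 37 C in pH 5.0 citrate/phosphate with 0.01% Tween-20. Released glucose detected by glucose oxidase/Amplex Red, Ex 573/Em 610 nm. Compounds up to 77 uM; AC50 from Hill fits.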
Lamin A splicing – qHTS Assay for Modulators of Lamin A Splicing | 200,000 tested, 0.01% active | HeLa LMNA splicing GFP/RFP minigene ratio, 48 h | Potency, µM (doses to about 46.1 µM), inactives show at the top dose ratio change, negative = inhibition, actives largely listed as inhibitors; active means well fitted inhibition curve with a large enough effect in the signal ratio, with a control signal flat, not every such curve was filed as active; inconclusive means small, poorly fitted or top-dose-only effect, or effect the other way, or a change in a side signal; the % refers to the signal ratio; further: potency means the concentration at half of the fitted maximal effect; on the % scale 0 is the no-effect control and ±100 the full control effect
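S3 HeLa cells stably expressing lamin A-EGFP splicing minigene plus DsRed2, 600 cells/well, 48 h compound exposure at 37C. Laser-scanning cytometry; analysed as GFP (500-530 nm)/RFP (575-640 nm) total intensity ratio; 0.5% DMSO vehicle.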
HTT ATP protect – qHTS Multiplex Assay to Identify Dual Action Probes in a Cell Model of Huntington: Cytoprotection (ATP). 230,000 tested, 0.14% active. Potency, µM (highest dose often 56.4 µM), inactives show cytoprotection (ATP increase), hits mostly activators. AID 1471, 2008. PC12 HTT-Q103 induced, cytoprotection, ATP luminescence, 40 h;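 further: potency means the concentration at half of the fitted maximal effect; % of control where 0% means no effect; nearly all actives have a fitted effect of over 45% in size; toxic huntingtin expression switched on by the ecdysone agonist tebufenozide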
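Huntington model: PC12 line, ecdysone-inducible HTTQ103 exon1–GFP, tebufenozide 100 nM. Test articles in a dose series. Endpoint luminescence from cellular ATP.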
HttQ103 aggreg – qHTS Multiplex Assay to Identify Dual Action Probes in a Cell Model of Huntington: Aggregate Formation (GFP). PC12 HttQ103-GFP aggregates, Acumen cytometry, 40 h. 220,000 tested, 1.1% active. AID 1688, 2009. Potency, µM (doses to about 46.1 µM), for inactives: top-dose activity change, negative = inhibition, actives largely listed as inhibitors; further: potency means the concentration at half of the fitted maximal effect; on the % scale 0 is the no-effect control and ±100 the full control effect; nearly all actives have a fitted effect of over 60% in size
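Multiplexed with ATP-based cell death, this channel scores GFP aggregates in PC12 cells expressing inducible HTTex1-Q103-GFP. Induction used 100 nM tebufenozide; compounds were tested in concentration series.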
CBFb-RUNX1 inh – qHTS Assay for Compounds Blocking the Interaction Between CBF-beta and RUNX1 for the Treatment of Acute Myeloid Leukemia. AlphaScreen CBFb-His/RUNX1-biotin binding, biochemical. AID 1477, 2009. Runt-related transcription factor 1 (Homo sapiens) + Core-binding factor subunit beta …. Potency, µM (doses to about 59.8 µM), without a hit: at the highest dose activity, negative = inhibition, actives largely listed as inhibitors. 230,000 tested, under 10 active; further: % of control where 0% means no effect
Target sequence (Q01196 whole entry, looked up): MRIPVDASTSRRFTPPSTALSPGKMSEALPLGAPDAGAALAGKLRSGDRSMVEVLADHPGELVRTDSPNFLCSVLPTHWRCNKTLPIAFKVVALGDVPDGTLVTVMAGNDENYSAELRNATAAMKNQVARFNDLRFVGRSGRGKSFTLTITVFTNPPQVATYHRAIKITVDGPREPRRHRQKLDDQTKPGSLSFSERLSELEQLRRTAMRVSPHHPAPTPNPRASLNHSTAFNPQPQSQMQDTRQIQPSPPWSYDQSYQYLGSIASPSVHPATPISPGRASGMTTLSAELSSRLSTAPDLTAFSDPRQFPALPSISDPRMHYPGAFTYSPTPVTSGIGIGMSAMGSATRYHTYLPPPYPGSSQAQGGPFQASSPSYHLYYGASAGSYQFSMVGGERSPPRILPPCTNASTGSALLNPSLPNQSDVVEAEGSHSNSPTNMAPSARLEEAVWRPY
Target sequence (Q13951 whole entry, looked up): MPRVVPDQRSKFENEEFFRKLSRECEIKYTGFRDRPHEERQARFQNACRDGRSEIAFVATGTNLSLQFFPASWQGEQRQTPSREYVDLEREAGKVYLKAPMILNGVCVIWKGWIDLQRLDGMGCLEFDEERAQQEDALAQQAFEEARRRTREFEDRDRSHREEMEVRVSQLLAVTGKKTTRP
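Inhibition was taken as any reduction in AlphaScreen signal from the CBF-beta–RUNX1 pair (His and biotin tags, 30 nM each), measured after compound (15 min) and bead (90 min) incubations at room temperature.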
Starred values were filed as active, the others as inactive; ? = inconclusive; / = not tested or not shown; [ ] = another dose, or the depositor's remark. Unless noted, the call rests on the fitted dose curve; in most records, active means well fitted curve in the direction sought with a large enough effect; inconclusive means small, poorly fitted or top-dose-only effect, or another doubt; inactive means no such curve, though single readings can be large; an effect the other way counts as inactive or inconclusive.

SMILES	GAA inh	aGlu spleen mod	GAA glycogen mod	Lamin A splicing	HTT ATP protect	HttQ103 aggreg	CBFb-RUNX1 inh
CSc1nc2ccccc2n1C(=O)Oc1ccccc1	-0.7%	0.4%	5.4%	6.3%	-6.1%[0.074 µM]	4.3%	13.2%
OCc1ccccc1N=c1ssnc1Cl	-0.2%	3.7%	-17.3%	11.1%	-10.4%	12.6%	-17.0%
CC(C)(C)n1nc2c(c1NC(=O)COc1ccc(Cl)cc1)CSC2	-12.0%	-0.8%	-7.5%	?	-0.4%	?	4.3%
COC(CNC(=O)CSCc1nc(-c2ccc(SC)cc2)oc1C)OC	4.0%	-3.8%	-0.3%	/	-54.8%[inhibitor]	16.8%	-2.4%
CC1CCN(C(=O)Cn2c(=O)n(Cc3ccc4c(c3)OCO4)c(=O)c3ccccc32)CC1	?	0.0%	-2.1%	1.1%	-8.2%	-8.8%	8.6%
COc1ccc([N+](=O)[O-])cc1NCc1ccccc1	?	-1.0%	-11.6%	?	-16.7%[1.9 µM]	?	?
CC(=O)NC(Cc1cc(C)ccc1C)C(=O)N1CCN(C(=O)Nc2ccc(C(C)=O)cc2)CC1 (stereo not drawn)	-4.6%	13.4%	6.0%	7.6%	10.0%[1.9 µM]	26.2%	-8.8%
COc1cc(/C=N/n2c(-c3ccccc3)n[nH]c2=S)ccc1O	-3.5%[15.4 µM]	12.7%	?	/	-10.4%[10 µM]	15.8%[9.22 µM]	-1.1%
CCCC(=O)N1c2ccccc2C(N(C(C)=O)c2ccccc2)CC1C (stereo not drawn)	-0.9%	0.0%	-4.6%	21.3%	-12.2%	11.8%	-0.8%
COc1cc(/C=C/C(=O)NCCc2ccc(S(N)(=O)=O)cc2)ccc1OCC#N	/	-13.5%	3.8%	/	16.8%[10 µM]	-12.6%[9.22 µM]	9.2%
Cc1cc(C(=O)N2CCC(C(=O)O)CC2)c(C(F)(F)F)o1	-6.4%	1.6%	-0.8%	/	-6.1%[10 µM]	2.8%[9.22 µM]	-1.2%
COc1ccc(S(=O)(=O)N/N=C\c2ccc3c(c2)OCO3)cc1	?	-2.3%	-3.2%	-7.8%[0.0737 µM]	11.5%	-9.4%	-1.6%
CCOC(=O)Nc1cc(OCC)c(NC(=O)C2CC2)cc1OCC	-0.9%	-12.9%	-5.4%	-6.1%	3.0%	0.0%	6.3%
CC(C)CNS(=O)(=O)c1ccc(OCC(=O)NCc2ccco2)cc1	3.0%	2.9%	3.2%	2.4%	/	-5.2%	-0.9%
CCC1(C(=O)c2ccccc2)C(c2ccc([N+](=O)[O-])cc2)C1(C(=O)OC)C(=O)OC (stereo not drawn)	-2.6%	5.1%	-3.1%	?	15.3%[10 µM]	-0.8%	-17.0%
Cn1c(=O)c2c([nH]c(=O)n2C)n(C)c1=O	12.2%	0.1%	6.9%	-5.9%	-12.5%[10 µM]	5.7%	16.4%
CC(C)Cn1c(N)c(C(=O)NCC2CCCO2)c2nc3ccccc3nc21 (stereo not drawn)	?	16.7%	-13.2%	0.0%	-23.4%[10 µM]	-12.8%[9.22 µM]	?
CCOC(=O)/C(O)=C/c1ncc(C(F)(F)F)cc1Cl	1.3%	0.4%	4.1%	5.7%	21.3%	-0.1%	-3.2%
O=C(c1cccc(C(F)(F)F)c1)N1CCN(C2CCCCC2)CC1	-13.4%	-1.9%	-7.3%	-10.1%	-6.7%[0.074 µM]	-7.5%	-4.1%
Oc1ccc(/C=N/Nc2nc(N3CCCC3)nc(N3CCCC3)n2)cc1O	-5.0%	-11.4%	?	?	-34.1%[10 µM]	-19.3%[9.22 µM]	4.1%
O=C(NNC(=S)Nc1ccccc1Cl)c1ccncc1	/	8.2%	?	/	-5.6%[10 µM]	2.6%[9.22 µM]	6.2%
O=C(Oc1ccc(N2C(=O)CCC2=O)cc1)c1ccccc1Cl	-4.4%	-15.5%	4.8%	1.7%	/	-3.9%	-1.1%
CCCc1nc2c(=O)n(C)c(=O)[nH]c2n1CCC	-7.5%	-4.7%	-1.1%	13.7%	3.4%	4.2%	-0.5%
O=C1CSC(c2cccnc2)N1Cc1ccc(Cl)c(Cl)c1 (stereo not drawn)	/	17.4%	1.0%	/	-6.9%[10 µM]	0.9%[9.22 µM]	1.9%
CCN(CC(=O)Nc1ccc(Br)c(C)c1)CC(=O)NC(C)C	3.0%	2.2%	4.8%	12.2%[9.22 µM]	-10.0%	-24.2%	12.7%
Following part
SMILES	GAA inh	aGlu spleen mod	GAA glycogen mod	Lamin A splicing	HTT ATP protect	HttQ103 aggreg	CBFb-RUNX1 inh
COc1ccc(CN=C(NS(=O)(=O)c2cccs2)SC)cc1	4.6%	-3.9%	10.9%	?	12.9%[10 µM]	-5.4%	-3.4%
N#CCCCCN1CCCC1	-2.2%	-2.7%	2.9%	/	-1.3%[10 µM]	-8.5%[9.22 µM]	9.7%
Cc1cc(C(=O)COC(=O)C2=NNC(=O)CC2)c(C)n1-c1ccc(OC(F)F)cc1	-13.4%	-6.0%	4.5%	0.6%	-10.5%	-17.9%	2.9%
Fc1ccccc1CNC(=S)Nc1cccc(C(F)(F)F)c1	-27.2%	-0.6%	-18.4%	?	-9.7%[10 µM]	?	-2.4%
COc1ccc(OC)c(C(=O)CSc2nnnn2C)c1	3.7%	0.7%	-18.0%	12.6%	-29.0%[10 µM]	26.4%	-2.2%
Cc1cc(-n2c(C)cc(C(=O)CSc3nc(N)cc(=O)[nH]3)c2C)no1	-1.8%	2.3%	6.9%	9.5%[46 µM]	-3.8%[10 µM]	5.4%[9.22 µM]	/
O=C(O)CC1(CC(=O)Nc2ccc3c(c2)C(=O)OC3)CCCCC1	/	0.6%	2.4%	/	28.3%[10 µM]	-1.9%[9.22 µM]	-2.1%
CCn1c2ccc(C)cc2c2nnc(NN)nc21	-5.2%	-0.1%	?	6.7%	17.7%[10 µM]	0.6%	-23.0%
COC(=O)CC1C(=O)NCCN1C(=S)NC(=O)CCc1ccccc1 (stereo not drawn)	3.3%	-1.3%	9.8%	-14.7%[46 µM]	-43.6%[inhibitor]	6.3%	-0.8%
CCOC(=O)Nc1ccc2c(CN3C(=O)NC(CC)(CC)C3=O)cc(=O)oc2c1	?	1.9%	8.2%	17.9%	16.2%	14.6%[9.22 µM]	-7.4%
CC1(C)CN=c2s/c(=C\c3ccc(Cl)cc3)c(=O)n2C1	-3.6%	-0.5%	?	/	6.8%[10 µM]	?	3.0%
COc1cccc(CN(C)CC(=O)Nc2cccc(C(F)(F)F)c2)c1OC	-13.6%	/	-11.7%	12.0%[9.22 µM]	29.3%	?	24.4%
CSc1ccccc1NC(=O)c1cccs1	1.6%	-6.0%	-5.3%	7.8%	0.1%[10 µM]	-2.4%	3.7%
FC(F)(F)Oc1ccc(NC(=S)NCCCN2CCOCC2)cc1	?	-1.8%	-0.5%	-3.3%[9.22 µM]	-40.3%[inhibitor]	-2.9%	2.6%
Cc1cc(NC(=O)c2cc3ncc(Br)cn3n2)no1	-8.5%	-3.8%	-9.1%	-8.5%	4.2%	5.3%	2.6%
CC(=O)c1cccc(CN2CCN(Cc3ccccc3)C(CCO)C2)c1 (stereo not drawn)	-3.4%	0.3%	1.6%	/	/	/	-2.8%
Cc1ccc(NC(=O)CNc2cccc(C)c2C)c(C)c1	-9.6%	?	-2.3%	1.8%	-4.1%	-8.4%	0.9%
O=C(NCCc1c[nH]c2ccccc12)c1cc2sccc2n1Cc1ccccc1	-13.4%	-7.1%	-6.6%	-14.4%	-26.4%	3.4%[9.22 µM]	-9.8%
CCCCCOc1ccc(CSC2=NCCN2)cc1[N+](=O)[O-]	?	-21.3%	-3.5%	10.1%	/	8.6%	1.0%
O=C1C(Cl)=C(NC2CCCCC2)C(=O)N1c1ccc(Cl)cc1	-2.0%	-0.1%	-3.2%	-6.4%	/	-1.9%	24.3%
Nc1nc2nc(-c3ccc(OCc4ccccc4)cc3)cc(C(F)(F)F)n2n1	?	7.5%	8.1%	5.6%	1.6%	-3.7%	4.6%
COc1ccc(NC(=O)c2ccco2)cc1NC(=O)c1ccc(C)cc1	-6.8%	-16.1%	-4.8%	-3.9%	-9.9%	6.1%	-9.0%
Clc1ccc(Cl)c(-c2ccc(/C=N/c3ncn[nH]3)o2)c1	-8.1%	-2.9%	0.7%	9.3%	16.3%	19.6%	6.0%
CC(=O)c1ccc(Nc2cc(C)nc3ccc(C)cc23)cc1	-0.5%	4.7%	7.7%	?	?	?	11.3%
CCn1cc(CNC(=O)c2cc(-c3ccccc3OC)nc3ccccc23)c(C)n1	0.1%	1.0%	-4.2%	?	-6.1%	6.0%	2.2%
COc1cc(C(=O)O)nc2ccc([N+](=O)[O-])cc12	-21.5%	/	-10.1%	/	-54.1%	-16.2%	-16.9%
CCOc1ccc2[nH]c(=O)c(CN(Cc3cccs3)Cc3nnnn3C(C)(C)CC)cc2c1	-6.5%	-5.3%	-7.7%	-2.1%	-40.5%[inhibitor][10 µM]	-20.3%	3.1%
Cc1ccc(NC(=O)CN(C)C(=O)Cn2ncc(Cl)c(Cl)c2=O)cc1	2.3%	-2.4%	1.1%	?	-9.9%[10 µM]	?	-9.5%
CNC(=O)c1cc2ccccc2o1	2.0%	-7.3%	7.3%	0.9%	-7.3%[10 µM]	3.4%	-1.7%
Cc1ccc(NC2c3ncccc3C(=O)N2C2CCCCC2)cc1C (stereo not drawn)	-7.0%	-4.4%	0.3%	-10.2%	-4.2%[10 µM]	-2.3%	1.7%

Compounds from the list above that contain bromine:
SMILES	GAA inh	aGlu spleen mod	GAA glycogen mod	Lamin A splicing	HTT ATP protect	HttQ103 aggreg	CBFb-RUNX1 inh
CCN(CC(=O)Nc1ccc(Br)c(C)c1)CC(=O)NC(C)C	3.0%	2.2%	4.8%	12.2%[9.22 µM]	-10.0%	-24.2%	12.7%
Cc1cc(NC(=O)c2cc3ncc(Br)cn3n2)no1	-8.5%	-3.8%	-9.1%	-8.5%	4.2%	5.3%	2.6%
